SRC2 TRFRET art = counter-screen for PPARgamma SRC-2 recruitment agonists: TR-FRET artefact. hits give high values. TR-FRET ratio at 8 µM. 200,000 tested, 0.4% active. AID 1049; in the data active = TR-FRET ratio above about 2000; also: inactives centre near 1500; reference of the scale not given here
STAT1 blocker = inhibitors of IFN-gamma induced STAT1 signaling. inhibition, % at 5.5 µM. 200,000 tested, 0.35% active. NIH 3T3 STAT1-luciferase reporter, luminescence. AID 920;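 active = inhibition above a set limit, the mean inhibition across all tested compounds plus 3 SD, cut at about 34% in these data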;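 also: 0% = IFN-gamma with DMSO and 100% = IFN-gamma with 300 µM nifuroxazide; values of inactives mirror those of a sister screen read the other way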
PPARg SRC2 recr = PPARgamma-driven SRC-2 recruitment agonism; P37231; PPARgamma LBD-SRC-2 recruitment, biochemical; activation, % at 8 µM; 200,000 tested, 0.34% active; AID 1032; in the data active = activation above about 22%;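 also: 0% = vehicle and 100% = reference agonist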
RAM network inh = yeast RAM network inhibition | S. cerevisiae dse1pr::URA3 reporter, 5-FOA growth OD615, 2 d; analog-sensitive cbk1-as2 kinase mutant strain | 190,000 tested, 1.8% active | AID 868 | inhibition, % at 50 µM;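 active = inhibition above a set limit, 3 SD over mean compound inhibition, cut at about 8.4% in these data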;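 also: 0% = DMSO-only wells with no growth and 100% = 10 µM 1-NA-PP1 full growth; inhibition rescues growth on 5-FOA so higher OD means more RAM inhibition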
TLR4-MyD88 BLA = inhibitors of human TLR4-MyD88 binding; 200,000 tested, 0.18% active; O00206+Q99836; inhibition, % at 8.4 µM; HeLa CL3-4 TLR4/MyD88 BLA complementation, FRET ratio; in the data active = inhibition above about 25%;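 also: 0% = vehicle and 100% = reference inhibitor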
STAT3 act = STAT3 signaling activation. activation (% of control), % at 5.6 µM. U3A cells, IL-6 STAT3-luciferase reporter, luminescence; 100% = signal with IL-6 EC80 alone. 190,000 tested, 0.91% active. AID 871;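 active = activation above the screen-wide mean of compound activation plus 3 SD, cut at about 130% in these data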;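 also: 0% = background luminescence of wells with medium and substrate only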
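Material: human U3A cells carrying STAT3-luciferase construct. Measured by: reporter luminescence signal. Timing: compound 1 h, then IL-6 6 h at 37 °C.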
PPARg SRC-3 ag = promotes SRC-3 coactivator recruitment by human PPARgamma; 200,000 tested, 0.26% active; activation, % at 8 µM; biochemical PPARgamma/SRC-3 coactivator recruitment assay; in the data active = activation above about 23%;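 also: 0% = DMSO and 100% = reference agonist; some compounds past the cut are filed as inactive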
S1P3 antagonist = antagonists of human S1P3 receptor; Q99500; CHO S1P3 NFAT-BLA reporter, FRET fluorescence, antagonist mode; inhibition, % at 4.98 µM; 170,000 tested, 0.27% active;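 active = inhibition above the plate cutoff, the mean inhibition of test wells on that plate plus 3 SD, cut at about 28% in these data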;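 also: cells challenged with S1P at its EC80 of 0.8 µM; blue over green emission ratio from cleaved BLA substrate after 4 h stimulation; 0% = S1P-stimulated wells and 100% = unstimulated DMSO-only wells; some compounds past the cut are filed as inactive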
PPARg SRC-1 ag = agonists of human PPARgamma SRC-1 coactivator recruitment; PPARgamma-SRC-1 coactivator recruitment biochemical assay; activation, % at 8 µM; 200,000 tested, 0.41% active; AID 631; in the data active = activation above about 19%;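 also: 0% = DMSO and 100% = reference agonist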
ROMK mod = modulates human ROMK potassium channel activity; P48048; Tet-inducible ROMK, thallium flux fluorescence; actives lie on both sides; B-score at 10 µM; 130,000 tested, 2% active; AID 1918;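 active = signal ratio slope over the read window, or its plate-corrected B-score, at least 3 SD from the plate mean, either direction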;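 also: B-score of the F/F0 ratio slope over 7 to 12 s after thallium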
STAT3 inh = reduces IL-6 driven STAT3 reporter signal | 190,000 tested, 0.89% active | U3A cells, IL-6 STAT3-luciferase reporter, luminescence; host cell line lacks STAT1 | inhibition, % at 5.5 µM;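 active = inhibition above the mean inhibition across all screened compounds plus 3 SD, cut at about 44% in these data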;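 also: 0% = DMSO only wells and 100% = 100 µM nifuroxazide control wells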
Active calls of the source: *.

Screening CCOC(=O)c1cc(NC(=O)Nc2nc3ccccc3s2)c(C)nc1C returned SRC2 TRFRET art 1822, STAT1 blocker -8, PPARg SRC2 recr 14, RAM network inh 1.6, TLR4-MyD88 BLA 1, STAT3 act 95, PPARg SRC-3 ag 5, S1P3 antagonist 7, PPARg SRC-1 ag 15 and STAT3 inh 9.
Screening O=C(Nc1ccc(S(=O)(=O)N2CCN(c3ccccc3)CC2)cc1)c1cccs1 returned SRC2 TRFRET art 1724, STAT1 blocker 7, PPARg SRC2 recr 10, RAM network inh 3.4, TLR4-MyD88 BLA -7, STAT3 act 93, PPARg SRC-3 ag 3, PPARg SRC-1 ag 7 and STAT3 inh 10.
`Cc1ccc(Cn2nnc3c(=O)[nH]c(C4CCN(S(=O)(=O)c5ccc(F)cc5)CC4)nc32)cc1` gave SRC2 TRFRET art 1496, STAT1 blocker 2, PPARg SRC2 recr 2, RAM network inh 7.2, TLR4-MyD88 BLA -4, STAT3 act 110, PPARg SRC-3 ag 3, PPARg SRC-1 ag 1 and STAT3 inh -8.
For O=C(CSc1nnc(-c2ccco2)c(-c2ccco2)n1)Nc1ccccc1 the results were SRC2 TRFRET art 1628, STAT1 blocker 9, PPARg SRC2 recr 0, RAM network inh 2.4, TLR4-MyD88 BLA -4, STAT3 act 104, PPARg SRC-3 ag 3, PPARg SRC-1 ag 4, ROMK mod -0.14 and STAT3 inh 3.
CCOC(=O)c1c(C)[nH]c(C(=O)O)c1C was read as SRC2 TRFRET art 1507, STAT1 blocker 1, PPARg SRC2 recr -1, RAM network inh 1.1, TLR4-MyD88 BLA 2, STAT3 act 99, PPARg SRC-3 ag 0, S1P3 antagonist -28, PPARg SRC-1 ag 0, ROMK mod 0.0041 and STAT3 inh 6.
`O=C(CC1CC2CCC1C2)NCc1cccs1` (stereo unspecified) gave SRC2 TRFRET art 1572, STAT1 blocker -11, PPARg SRC2 recr 5, RAM network inh 0.3, TLR4-MyD88 BLA -1, STAT3 act 107, PPARg SRC-3 ag -9, S1P3 antagonist -6, PPARg SRC-1 ag 1 and STAT3 inh 2.
`CCCCN(CCCC)c1cn[nH]c(=O)c1Cl` gave SRC2 TRFRET art 1387, STAT1 blocker 0, PPARg SRC2 recr 0, RAM network inh -0.4, TLR4-MyD88 BLA 17, STAT3 act 105, PPARg SRC-3 ag -1, PPARg SRC-1 ag 0, ROMK mod -0.024 and STAT3 inh -3.
For CCCCCC1CC(CC(C)C(=O)Nc2nncs2)C(=O)O1 (stereo unspecified) the results were SRC2 TRFRET art 1316, STAT1 blocker 6, PPARg SRC2 recr -1, RAM network inh 2.3, TLR4-MyD88 BLA 15, STAT3 act 108, PPARg SRC-3 ag -13, S1P3 antagonist -5, PPARg SRC-1 ag -6 and STAT3 inh -8.
Screening Cc1ccc(NC(=O)/C(=C\c2ccc([N+](=O)[O-])cc2)NC(=O)c2ccccc2)cc1 returned SRC2 TRFRET art 1500, STAT1 blocker 1, PPARg SRC2 recr -2, RAM network inh 3.6, TLR4-MyD88 BLA 9, STAT3 act 100, PPARg SRC-3 ag 2, PPARg SRC-1 ag -12 and STAT3 inh 2.
Screening O=c1ccn([C@@H]2O[C@H](CO)[C@@H](O)[C@H]2O)c(=O)[nH]1 returned SRC2 TRFRET art 1404, STAT1 blocker 5, PPARg SRC2 recr -1, RAM network inh -0.1, TLR4-MyD88 BLA 6, STAT3 act 103, PPARg SRC-3 ag -1, S1P3 antagonist -12, PPARg SRC-1 ag 2 and STAT3 inh -1.
Screening O=C(N/N=C\c1ccc(Cl)cc1Cl)c1sccc1-n1cccc1 returned SRC2 TRFRET art 1554, STAT1 blocker -10, PPARg SRC2 recr -3, RAM network inh 5.0, TLR4-MyD88 BLA 5, STAT3 act 75, PPARg SRC-3 ag 8, PPARg SRC-1 ag 2 and STAT3 inh 35.
`Nc1ncnc2c1ncn2[C@H]1C[C@H](O)[C@@H](CO)O1` gave SRC2 TRFRET art 1517, STAT1 blocker -10, PPARg SRC2 recr 2, RAM network inh 2.4, TLR4-MyD88 BLA 13, STAT3 act 94, PPARg SRC-3 ag 4, S1P3 antagonist -8, PPARg SRC-1 ag 0, ROMK mod 0.057 and STAT3 inh 18.
Screening COc1ccc(OC)c(CNc2ccc(F)c(Cl)c2)c1 returned SRC2 TRFRET art 1499, STAT1 blocker 8, PPARg SRC2 recr 9, RAM network inh -0.3, TLR4-MyD88 BLA 0, STAT3 act 95, PPARg SRC-3 ag 11, PPARg SRC-1 ag 6 and STAT3 inh 13.
Screening CCCn1nnnc1SCC(=O)Nc1cccc(NC(=O)c2ccco2)c1 returned SRC2 TRFRET art 1566, STAT1 blocker -10, PPARg SRC2 recr 1, RAM network inh 1.7, TLR4-MyD88 BLA 5, STAT3 act 98, PPARg SRC-3 ag 2, PPARg SRC-1 ag -6 and STAT3 inh 7.
For Cc1c(Nc2c3c(c(C#N)c4nc5ccccc5n24)CCC3)c(=O)n(-c2ccccc2)n1C the results were SRC2 TRFRET art 1500, STAT1 blocker 9, PPARg SRC2 recr 2, RAM network inh 0.1, TLR4-MyD88 BLA 5, STAT3 act 90, PPARg SRC-3 ag 17, PPARg SRC-1 ag 5, ROMK mod 0.57 and STAT3 inh 18.
For O=C(Nc1ccc(Cl)c(S(=O)(=O)N2CCOCC2)c1)c1ccccc1-c1ccc(C(F)(F)F)cc1 the results were SRC2 TRFRET art 1555, STAT1 blocker 3, PPARg SRC2 recr -4, RAM network inh 6.1, TLR4-MyD88 BLA 11, STAT3 act 92, PPARg SRC-3 ag 6, S1P3 antagonist 12, PPARg SRC-1 ag 5, ROMK mod -0.25 and STAT3 inh 12.
Screening NS(=O)(=O)c1ccc(N/C=C\C(=O)c2ccc3ccccc3c2)cc1 returned SRC2 TRFRET art 1619, STAT1 blocker -16, PPARg SRC2 recr 7, RAM network inh 5.0, TLR4-MyD88 BLA 2, STAT3 act 92, PPARg SRC-3 ag 10, S1P3 antagonist -17, PPARg SRC-1 ag 17 and STAT3 inh 9.
For CC(=O)Nc1cc(C)c(S(C)(=O)=O)c(C)c1 the results were SRC2 TRFRET art 1541, STAT1 blocker -4, PPARg SRC2 recr 9, RAM network inh 2.2, TLR4-MyD88 BLA -2, STAT3 act 96, PPARg SRC-3 ag 5, S1P3 antagonist -23, PPARg SRC-1 ag 2 and STAT3 inh 7.
For Cc1nc(-n2ncc(C#N)c2N)c2c3c(sc2n1)CCC3 the results were SRC2 TRFRET art 1478, STAT1 blocker -8, PPARg SRC2 recr 10, RAM network inh 0.1, TLR4-MyD88 BLA -4, STAT3 act 87, PPARg SRC-3 ag -2, PPARg SRC-1 ag 5, ROMK mod 0.77 and STAT3 inh 22.
Screening CCC(C)(C(=O)NC1CCCC1)N(C(=O)CNC(=O)c1ccccc1)c1c(C)n(C)n(-c2ccccc2)c1=O (stereo unspecified) returned SRC2 TRFRET art 1602, STAT1 blocker 6, PPARg SRC2 recr -1, RAM network inh 3.5, TLR4-MyD88 BLA -13, STAT3 act 95, PPARg SRC-3 ag -1, S1P3 antagonist -14, PPARg SRC-1 ag 2, ROMK mod 0.043 and STAT3 inh 8.
Screening O=C1NC(c2ccc(Cl)cc2)=COc2ccccc21 returned SRC2 TRFRET art 1462, STAT1 blocker -9, PPARg SRC2 recr -1, RAM network inh 1.7, TLR4-MyD88 BLA 4, STAT3 act 98, PPARg SRC-3 ag 5, S1P3 antagonist -7, PPARg SRC-1 ag -2, ROMK mod 0.28 and STAT3 inh 7.
For O=C(CN1CCC(O)(c2ccccc2F)CC1)NCCc1c[nH]c2ccccc12 the results were SRC2 TRFRET art 1472, STAT1 blocker -3, PPARg SRC2 recr 1, RAM network inh 1.4, TLR4-MyD88 BLA -2, STAT3 act 108, PPARg SRC-3 ag 15, S1P3 antagonist -16, PPARg SRC-1 ag 7, ROMK mod -0.94 and STAT3 inh -5.
`Cc1ccc(N=CC2=C(O)CC(c3ccc(Cl)cc3)CC2=O)cc1` (stereo unspecified) gave SRC2 TRFRET art 1502, STAT1 blocker -5, PPARg SRC2 recr 2, RAM network inh 4.1, TLR4-MyD88 BLA -1, STAT3 act 94, PPARg SRC-3 ag 2, S1P3 antagonist -2, PPARg SRC-1 ag 9, ROMK mod -0.87 and STAT3 inh 11.
Nc1nnc(SCC(=O)Nc2ccc3c(c2)OCCO3)s1 was read as SRC2 TRFRET art 1435, STAT1 blocker -5, PPARg SRC2 recr -2, RAM network inh 0.5, TLR4-MyD88 BLA 4, STAT3 act 107, PPARg SRC-3 ag -7, PPARg SRC-1 ag -8, ROMK mod 0.026 and STAT3 inh -8.
O=[N+]([O-])c1ccc(Cl)c2c1C1C=CCC1C(c1ccccn1)N2 (stereo unspecified) was read as SRC2 TRFRET art 1621, STAT1 blocker 8, PPARg SRC2 recr -8, RAM network inh 1.0, TLR4-MyD88 BLA -8, STAT3 act 118, PPARg SRC-3 ag 3, S1P3 antagonist -4, PPARg SRC-1 ag -7 and STAT3 inh -18.
`O=C(Nc1ccc(S(=O)(=O)N2CCCCCC2)cc1)C1CCCO1` (stereo unspecified) gave SRC2 TRFRET art 1482, STAT1 blocker -7, PPARg SRC2 recr 2, RAM network inh 1.5, TLR4-MyD88 BLA -4, STAT3 act 105, PPARg SRC-3 ag -1, S1P3 antagonist -15, PPARg SRC-1 ag -2, ROMK mod 0.051 and STAT3 inh -2.
`Cc1ccc2nc(N/N=C/c3ccco3)cc(C)c2c1` gave SRC2 TRFRET art 1572, STAT1 blocker -44, PPARg SRC2 recr -5, RAM network inh 0.2, TLR4-MyD88 BLA 10, STAT3 act 103, PPARg SRC-3 ag 3, S1P3 antagonist 8, PPARg SRC-1 ag -3, ROMK mod -0.021 and STAT3 inh 0.
CCCCNC(=O)Nc1ccccc1Br was read as SRC2 TRFRET art 1627, STAT1 blocker -1, PPARg SRC2 recr 7, RAM network inh 0.4, TLR4-MyD88 BLA -16, STAT3 act 101, PPARg SRC-3 ag -1, S1P3 antagonist 3, PPARg SRC-1 ag 5, ROMK mod 0.34 and STAT3 inh -1.
For C=CCn1c(SCC(=O)Nc2sccc2C(N)=O)nc2ccccc2c1=O the results were SRC2 TRFRET art 1382, STAT1 blocker 7, PPARg SRC2 recr -2, RAM network inh 0.6, TLR4-MyD88 BLA -4, STAT3 act 89, PPARg SRC-3 ag -1, PPARg SRC-1 ag 1 and STAT3 inh 19.
For O=C(Nc1ccc2ncccc2c1)c1cc(Cl)ccc1Cl the results were SRC2 TRFRET art 1559, STAT1 blocker -16, PPARg SRC2 recr -6, RAM network inh 1.5, TLR4-MyD88 BLA -6, STAT3 act 94, PPARg SRC-3 ag -7, S1P3 antagonist -2, PPARg SRC-1 ag -1, ROMK mod -0.38 and STAT3 inh 12.

Assay outcomes as filed in PubChem BioAssay.
